Source: PubChem BioAssay
FN deposit inh: inhibitors of fibronectin matrix deposition, primary screen, AH1F cells, Alexa488-fibronectin fluorescence, plate reader; AID 743247, 2014; inhibition, % at 12.6 µM; 350,000 tested, 0.086% active; AH1F fibroblasts, overnight;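 active = mean inhibition across replicates of 30% or more, regardless of how many single replicates reach that level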;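 also: positive control wells lacked labelled fibronectin entirely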
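Assay system: AH1F fibroblasts / Quantity: 10000 cells per well / Medium: DMEM plus 2% serum, read in PBS / Reagent: labelled fibronectin 24 nM / Dosing: single dose, pinned / Times: 1 h cell attachment, overnight exposure to compound and label / Signal: fluorescence, ex 485 nm, em 525 nm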
Casp6 inh: human caspase-6 inhibitors, primary screen, biochemical, VEID-R110 fluorescence, single point, set 2; P55212; purified caspase-6, Z-VEID-R110 cleavage fluorescence; inhibition, % at 12.5 µM; 350,000 tested, 0.53% active; AID 686996, 2013;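 active = mean inhibition across replicates at least about 35%, with every replicate also reaching that limit, limit read from the data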;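 also: 0% = median of neutral control wells and 100% = no fluorescence left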
Target sequence (P55212 24-179 limits assumed): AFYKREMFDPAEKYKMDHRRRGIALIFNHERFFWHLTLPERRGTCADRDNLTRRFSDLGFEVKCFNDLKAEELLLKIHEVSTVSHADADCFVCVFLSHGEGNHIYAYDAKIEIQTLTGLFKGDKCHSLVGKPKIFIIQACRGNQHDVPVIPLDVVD
Target sequence (P55212 194-293 limits assumed): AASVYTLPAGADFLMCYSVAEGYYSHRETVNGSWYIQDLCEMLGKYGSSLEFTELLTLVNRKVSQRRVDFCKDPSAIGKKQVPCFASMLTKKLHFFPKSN
Statin myotox sup: suppressors of statin myotoxicity in C2C12 myotubes, primary screen, cell-based, single point, plate reader; 330,000 tested, 0.78% active; C2C12 myotubes + simvastatin, ATP luminescence, 48 h; scaled: DMSO 0, geranylgeraniol control 100; rescue of ATP level, % at 7.49 µM;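 active = mean ATP rescue above about 67%, or every replicate alone reaching that limit, limit read from the data, passing the limit was not always enough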;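 also: myotubes were challenged with 10 µM simvastatin during compound exposure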
esBAF inh: Bmi1 luciferase reporter increase in mESCs, primary screen, esBAF inhibitor project, mouse ES cells, Bmi1 luciferase knock-in, single point; reporter increase, % at 12.5 µM; 24 h; 100% = twice the neutral-well signal; AID 602393, 2012; 350,000 tested, 2% active; in the data active = activation above about 40%;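 also: 0% = median of the plate's neutral control wells and 100% = double that signal; a rise in the Bmi1 reporter signal indicates esBAF inhibition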
LGR2 antag: inhibitors of bursicon-induced LGR2 CRE-luciferase signal, primary screen, cell-based, HEK293, CRE-luciferase reporter, bursicon stimulation | inhibition, % at 9.99 µM | Drosophila bursicon receptor LGR2 (rickets) | bursicon-stimulated, 4 h | 380,000 tested, 0.35% active;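 active = drop in luminescence signal, shown as inhibition above about 50% in the replicate tests, limit read from the data, passing the limit was not always enough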;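 also: agonist challenge used bursicon conditioned medium at about half maximal strength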
SIRT5 inh: SIRT5 desuccinylase inhibitors, primary screen, biochemical, fluorescence imaging, single point, set 5; NAD-dependent protein deacylase sirtuin-5, mitochondrial (Homo sapiens), Q9NXA8; Purified SirT5, succinyl-peptide AMC, trypsin-coupled fluorescence; inhibition, % at 15 µM; 330,000 tested, 1.1% active; AID 652115, 2013; in the data active = inhibition above about 15%
Target sequence (Q9NXA8 whole entry, looked up): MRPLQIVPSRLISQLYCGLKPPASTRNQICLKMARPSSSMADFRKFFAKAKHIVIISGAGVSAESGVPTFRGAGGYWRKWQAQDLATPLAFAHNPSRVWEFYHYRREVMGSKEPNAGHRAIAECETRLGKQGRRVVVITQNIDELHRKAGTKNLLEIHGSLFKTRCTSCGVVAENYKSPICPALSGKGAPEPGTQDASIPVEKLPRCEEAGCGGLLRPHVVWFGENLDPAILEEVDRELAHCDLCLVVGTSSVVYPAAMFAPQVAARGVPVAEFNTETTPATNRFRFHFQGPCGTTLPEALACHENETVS
S100A4 inh HTS: inhibitors of S100A4-myosin IIA peptide binding, primary screen, biochemical, fluorescence polarization, TAMRA-MyoIIA peptide | inhibition, % at 10.7 µM | 360,000 tested, 0.14% active | Protein S100-A4 (Homo sapiens), P26447;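 active = mean inhibition of at least 70% across replicates, with every replicate also reaching that level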
Target sequence (P26447 whole entry, looked up): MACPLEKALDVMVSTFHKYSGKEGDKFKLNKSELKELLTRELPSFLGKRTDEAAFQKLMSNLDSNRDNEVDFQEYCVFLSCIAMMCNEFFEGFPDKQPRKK
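Compound dosing: one dose per compound; test system: human S100A4 monomer with TAMRA-labelled myosin IIA peptide; probe or stimulus: TAMRA-labelled myosin IIA heavy-chain peptide probe, 5 nM; medium: HEPES buffer with Ca2+, pH 7.2; schedule: 5 min incubation before reading; benchmarks: neutral control DMSO, positive control TFP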
Active calls of the source: *; . = not tested or not shown; & = joins results of further samples.

item | compound | esBAF inh | Casp6 inh | SIRT5 inh | FN deposit inh | S100A4 inh HTS | LGR2 antag | Statin myotox sup
1 | COc1ccc(S(=O)(=O)Nc2cccc(NC(C)=O)c2)cc1 | 6 | 2 | -4 | 3 | 0 | -4 | -4
2 | CCOc1ccc(NC(=O)CCCCCN2C(=O)[C@@H]3Cc4ccccc4CN3C2=O)cc1 | 1 | 3 | -3 | -5 | -2 | 2 | 7
3 | CCOCCCNC(=O)C1CCN(S(=O)(=O)N(CC(C)C)CC(C)C)CC1 | -4 | . | . | . | . | 9 | -10
4 | Cc1cc(=O)cc(C)n1-c1ccccc1N | -1 | -4 | . | -5 | 0 | 3 | -8
5 | C[C@@H]1CCCCO[C@H](CN(C)C(=O)c2ccncc2)[C@H](C)CN([C@H](C)CO)C(=O)c2cc(NC(=O)C3CCCCC3)ccc2O1 | 1 | -2 | 1 | . | -1 | -2 | 34
6 | C=CCN(c1ccccc1OC)S(=O)(=O)c1cccc(C(=O)NC2=NCCS2)c1 | 21 | -5 | . | . | -7 | 3 | 10
7 | CCOc1ccc(-n2c(=O)c3c4c(sc3n(CC(=O)NCCCOC)c2=O)CCCCC4)cc1 | -3 | 1 | 8 | -2 | 3 | 0 | 1
8 | C[C@@H]1CCCCO[C@H](CN(C)C(=O)Nc2ccc(C(F)(F)F)cc2)[C@@H](C)CN([C@@H](C)CO)C(=O)c2cc(NC(=O)Nc3cccc4ccccc34)ccc2O1 | 11 | -1 | 4 | 8 | 4 | . | 9
9 | Cc1ccc(S(=O)(=O)N2CCOCC2)cc1C(=O)Nc1ccccc1F | -6 | 0 | -1 | 1 | 28 | 0 | -9
10 | CCc1ccc(-c2nc(CS(=O)CC(=O)NCCc3ccccc3)c(C)o2)cc1 (stereo not given) | 18 | -1 | -2 | 2 | 0 | -11 | 20

(further entries)
item | compound | esBAF inh | Casp6 inh | SIRT5 inh | FN deposit inh | S100A4 inh HTS | LGR2 antag | Statin myotox sup
11 | O=S(=O)(N[C@@H]1CCCN(Cc2ccc(OCCO)cc2)C1)c1cc(C(F)(F)F)ccc1Cl | . | -3 | 0 | . | 17 | . | .
12 | CN1CCN(C(=O)[C@@H]2[C@@H](CO)[C@@H]3Cn4c(cccc4=O)[C@H]2N3S(=O)(=O)c2ccccc2F)CC1 | 0 | -1 | 6 | . | 8 | -1 | -3
13 | Cn1nccc1NC(=O)Nc1ccc(OC(F)(F)F)cc1 | . | -1 | 1 | 2 | -1 | . | .
14 | CCS(=O)(=O)N1CC(=O)N2[C@H](C1)[C@H](c1ccc(-c3ccc(F)cc3)cc1)[C@@H]2CO | . | -2 | -2 | . | 16 | -7 | .
15 | CCOC(=O)c1cc(-c2ccc(OC)cc2OC)nn1-c1ccc(C(=O)O)cc1 | . | -1 | 1 | -5 | 2 | . | .
16 | COc1ccc(S(=O)(=O)Nc2ccccc2)cc1OC | -2 | . | . | -2 | . | . | 8
17 | Cc1ccc(C(C(=O)NC2CCCC2)N(C(=O)CNC(=O)c2ccco2)c2ccccc2)o1 (stereo not given) | 1 | 1 | 0 | 4 | -7 | 11 | 18
18 | COc1ccc(C2=NN(C(=O)c3cccs3)C(c3ccc(OC)cc3)C2)cc1 (stereo not given) | . | -1 | 8 | 0 | 1 | -10 | .
19 | Cc1ccccc1Nc1nc(-c2cccnc2)nc2ccccc12 | 3 | -1 | . | -9 | -3 | -30 | 2
20 | CCOC(=O)c1cnc(SC)nc1Oc1cccc(NS(=O)(=O)c2ccc(C)cc2)c1 | 1 | . | . | 4 | . | . | 90*

Continuation:
item | compound | esBAF inh | Casp6 inh | SIRT5 inh | FN deposit inh | S100A4 inh HTS | LGR2 antag | Statin myotox sup
21 | CCOC(=O)C1=C(N)Oc2c(oc(CO)cc2=O)C1c1ccc(F)c(F)c1 (stereo not given) | -4 | 5 | -1 | 5 | -3 | -7 | 8
22 | COc1ccc(CN(C)CCc2ccccn2)cc1OC | -5&-1 | . | . | 3 | 2 | . | -5
23 | C[C@@H]1CCCCO[C@@H](CN(C)Cc2ccc(C(=O)Nc3ccccc3N)cc2)[C@@H](C)CN([C@H](C)CO)C(=O)c2cc(NC(=O)Nc3ccc(C(F)(F)F)cc3)ccc2O1 | . | 2 | . | . | 25 | -3 | .
24 | Cc1cc(=O)oc2c(C)c(OCC(=O)N3CCC(C(=O)O)CC3)ccc12 | 2 | -1 | -8 | . | -1 | 3 | 4
25 | C[C@@H]1CN([C@@H](C)CO)C(=O)c2cc(C#CC3CCCCC3)cnc2O[C@@H]1CN(C)C(=O)Nc1ccccc1 | 8 | . | 16* | -31 | 5 | 26 | 0
26 | CC(C)c1cn(CC[C@H]2CC[C@H](NS(=O)(=O)c3ccccc3)[C@H](CO)O2)nn1 | 3 | -1 | -2 | . | -14 | 1 | -1
27 | COc1cccc(CN2CC3(CN(C)C3)c3c([nH]c4cc(OC)ccc34)[C@@H]2CO)c1 | . | -1 | 0 | . | 116* | -9 | .
28 | C[C@@H]1CN([C@H](C)CO)C(=O)Cc2cc(NC(=O)NC3CCCCC3)ccc2O[C@@H]1CN(C)Cc1ccc(C(=O)O)cc1 | -4 | 0 | 7 | . | -4 | 6 | 28
29 | CC(C)NC(=O)NCC[C@@H]1CC[C@H](NS(=O)(=O)c2ccc(-c3ccccc3)cc2)[C@H](CO)O1 | -2 | 3 | 3 | . | -10 | -27 | 14
30 | Cc1ccc(O)c(NC(=O)COc2cc(C)ccc2C)c1 | 15 | . | . | -6 | . | . | 17

More structures
item | compound | esBAF inh | Casp6 inh | SIRT5 inh | FN deposit inh | S100A4 inh HTS | LGR2 antag | Statin myotox sup
31 | COC1=NC(=C(c2ccccc2)c2ccccc2)OC1=O | -7 | 0 | 1 | 13 | -16 | 0 | 1
32 | CO[C@@H]1CN(C)C(=O)c2ccc(NS(C)(=O)=O)cc2OC[C@@H](C)N(Cc2cccnc2)C[C@H]1C | 6 | . | . | -2 | . | 6 | 10
33 | C[C@H](CO)N1C[C@H](C)[C@@H](CN(C)CC2CCCCC2)OCCCC[C@H](C)Oc2ccc(NS(=O)(=O)c3ccc(F)cc3)cc2C1=O | -2 | 1 | 8 | . | -5 | -13 | -95
34 | Cc1ccccc1S(=O)(=O)N1C[C@@H](O)COC[C@@H]2O[C@H](CC(=O)N3CCCCC3)CC[C@H]21 | -5 | -2 | -2 | -8 | 2 | -14 | -22
35 | COc1ccccc1CN1CC(C(=O)NCc2cccc(Cl)c2)CCC1=O (stereo not given) | 5 | 0 | -3 | -5 | 1 | -2 | 12
36 | CC(C)CC#Cc1ccc2c(c1)O[C@@H](CN(C)C(=O)c1ccccc1F)[C@H](C)CN([C@H](C)CO)S2(=O)=O | 2 | 1 | 7 | . | 13 | 14 | -54
37 | O=Cc1cn(-c2ccccc2)nc1-c1cccnc1 | 4 | -3 | -5 | 1 | 0 | . | -3
38 | O=C(N/N=C\C=C\c1ccco1)C1COc2ccccc2O1 (stereo not given) | . | 9 | 2 | -2 | -1 | 0 | .
39 | CC(=O)c1c(C)[nH]c(C(=O)CN2CCN(S(=O)(=O)c3ccccc3)CC2)c1C | 1 | 5 | 1 | 19 | -3 | 7 | -2
40 | O=C(O)C1CC(c2ccccc2)=Nc2ccccc2S1 (stereo not given) | 52* | 1 | -1 | 2 | -14 | -28 | 3

Later entries.
item | compound | esBAF inh | Casp6 inh | SIRT5 inh | FN deposit inh | S100A4 inh HTS | LGR2 antag | Statin myotox sup
41 | O=C(O)CCCn1c(=O)c2cccn2c2ccc(F)cc21 | 3 | 3 | -1 | . | -6 | 9 | -10
42 | Cc1cc(NC(=O)Nc2cc(F)ccc2F)no1 | . | 1 | 2 | -3 | 1 | 8 | .
43 | CCCCN1C(=O)C(=O)N(CC(=O)Nc2ccccc2C(C)=O)C1=O | -4 | 3 | 3 | 7 | 11 | 9 | 3
44 | Cc1cccc(NC(=S)NC2CC3CCCC(C2)N3Cc2cccs2)c1C (stereo not given) | -2 | -4 | 1 | . | 0 | -2 | -12
45 | COc1cccc(NC(=O)CSCc2cc(=O)n3nc(C4CC4)sc3n2)c1 | 1 | -2 | -1 | -13 | 2 | 8 | 20
46 | CC(C)NC(=O)N(C)C[C@H]1OCCCC[C@H](C)Oc2ccc(NS(=O)(=O)c3ccc(F)cc3)cc2C(=O)N([C@H](C)CO)C[C@H]1C | -10 | 0 | 0 | -8 | -7 | -3 | .
47 | O=C(CC1CC2CCC1C2)N1CCN(S(=O)(=O)c2ccccc2[N+](=O)[O-])CC1 (stereo not given) | 13 | 1 | -3 | -2 | -2 | 8 | -4
48 | CC(C)(O)C(=O)N=Nc1c(O)[nH]c2ccccc12 | . | 1 | -2 | 11 | -3 | . | .
49 | Cc1ccc(NC(=O)CSc2nc(N)cc(=O)[nH]2)cc1S(=O)(=O)N1CCCCC1 | -6 | 2 | . | 1 | -5 | . | -3
50 | CCOC(=O)c1c(C)nc2c(c1-c1cc(OC)ccc1OC)C(=O)c1ccccc1-2 | -6 | 0 | -5 | 9 | -4 | 6 | -6
51 | CCN(CC)S(=O)(=O)c1cccc(C(=O)N[C@@H](C)c2nc3ccccc3[nH]2)c1 | . | -2 | -2 | -3 | -5 | -22 | .

A second format for seven compounds above:
48	CC(C)(O)C(=O)N=Nc1c(O)[nH]c2ccccc12
42	Cc1cc(NC(=O)Nc2cc(F)ccc2F)no1
41	O=C(O)CCCn1c(=O)c2cccn2c2ccc(F)cc21
47	O=C(CC1CC2CCC1C2)N1CCN(S(=O)(=O)c2ccccc2[N+](=O)[O-])CC1 (stereo not given)
44	Cc1cccc(NC(=S)NC2CC3CCCC(C2)N3Cc2cccs2)c1C (stereo not given)
50	CCOC(=O)c1c(C)nc2c(c1-c1cc(OC)ccc1OC)C(=O)c1ccccc1-2
46	CC(C)NC(=O)N(C)C[C@H]1OCCCC[C@H](C)Oc2ccc(NS(=O)(=O)c3ccc(F)cc3)cc2C(=O)N([C@H](C)CO)C[C@H]1C
screen / no.,48,42,41,47,44,50,46
esBAF inh,.,.,3,13,-2,-6,-10
Casp6 inh,1,1,3,1,-4,0,0
SIRT5 inh,-2,2,-1,-3,1,-5,0
FN deposit inh,11,-3,.,-2,.,9,-8
S100A4 inh HTS,-3,1,-6,-2,0,-4,-7
LGR2 antag,.,8,9,8,-2,6,-3
Statin myotox sup,.,.,-10,-4,-12,-6,.

The list is partial, so the mix of outcomes need not match the whole.
